Screens deposited in PubChem by Sanford-Burnham Center for Chemical Genomics.
EphA4 KYL inhibition – EphA4 ligand-binding antagonists – biochemical, colorimetric, mouse EphA4, primary screen (AID 689) | inhibition, % at 10 µM, or IC50 in µM where a hit was titrated | 62,000 tested, 0.1% active | EphA4-AP binding to KYL peptide, pNPP A405; higher % means a stronger effect; in the data active means a potency from the dose series; inactive means the rest, 99 in 100 with inhibition below about 22%
* marks the source's active call; other numbers are inactive results; & = joins results of further samples. A portion of the library; count on the stated rates, not on these rows.

SMILES | EphA4 KYL inhibition
CC1CCN(CCc2nc3cc(NC(=O)Nc4ccccc4)ccc3n2C)CC1 | -16%
O=C1CCC(=O)N1c1ccc(CSc2nnnn2C2CCCCC2)cc1 | -9%
Cc1c(C(=O)NC(=S)Nc2ccc3c4c(cccc24)CC3)cccc1[N+](=O)[O-] | -5%
COCCNC(=O)Cn1cnc2ccc(S(=O)(=O)N3CCC(C)CC3)cc2c1=O | 9%
Cc1nc(-c2ccccc2)sc1-c1nc(-c2cccnc2)ncc1S(=O)(=O)c1ccccc1 | -6%
CC(=O)c1c(C(C)=O)c(C)n(NC(=O)c2cccnc2)c1C | 5%
CN(C)S(=O)(=O)c1cccc(NC(=S)Nc2cc(Cl)cc(Cl)c2)c1 | -6%
Cc1ccc(C)n1-n1c(C)nc2scc(-c3cccs3)c2c1=O | -2%
CSc1nc2nccc(/C=C\c3ccccc3)n2n1 | -3%
CCCn1cnc2c(c1=O)c1nc3ccccc3nc1n2CCC1=CCCCC1 | -14%
N=c1c[n+](-c2ccc(Cl)cc2)[n-]o1 | -1%
Cc1ccc(N2C(=O)S/C(=C/c3cn(C)c4ccccc34)C2=O)cc1 | -3%
CCCC(=O)Nc1nn(C)c2nc3c(C)cccc3cc12 | -2%
O=C(NC1CCCCC1)C1CC=CCC1C(=O)OCC(Cl)=C(Cl)Cl (stereo not drawn) | -4%
Cc1cccc(NC(=S)N2CCC(c3nc4ccccc4s3)CC2)c1 | -6%
Cc1nc(Cl)c(C#N)cc1-c1ccccc1 | -16%
COCCn1c(-c2ccccc2)cnc1N | -6%
Cc1ccc(C(=O)Oc2ccc(NS(=O)(=O)c3cc(C)ccc3C)cc2)cc1 | 1%
C=CCN1C(=O)C(Cc2ccc(OC)cc2)S/C1=N\N=C\c1cccs1 (stereo not drawn) | 11%&-10%
Cc1nc(NCc2ccc3c(c2)OCO3)c2nnn(Cc3ccccc3)c2n1 | -20%
CSc1ccccc1NC(=O)CN(c1cccc(C)c1)S(C)(=O)=O | 7%
Cc1cccc2cc(-c3nc4c(C)cccn4c3NCc3ccco3)c(=O)[nH]c12 | -9%
O=C(NCc1cccnc1)NC1(c2ccccc2)CC1 | -1%
O=c1/c(=C/c2ccc([N+](=O)[O-])cc2)sc2n1CCCN=2 | -18%
CC(C)(C)n1nnnc1C(c1cc2cc3c(cc2[nH]c1=O)OCCO3)N1CCSCC1 (stereo not drawn) | 1%
Cc1cc(N(CN2CCCC2=O)C(=O)c2ccccc2)no1 | -11%
COc1ccccc1NC(=O)CCNC(=O)Cn1ccc2ccccc2c1=O | -16%
COc1ccc2cc(CCNC(=O)C3CC3)c(=O)[nH]c2c1 | -7%
COc1ccc(NC(=O)C2CCCN(S(=O)(=O)c3cccc4cccnc34)C2)c(OC)c1 (stereo not drawn) | -9%
CCOc1ccc(N/C=C\C(=O)c2ccc3c(c2)OCO3)cc1 | 0%
COc1ccc(C(c2nnnn2Cc2ccc(F)cc2)N2CCN(c3ccc(OC)cc3)CC2)cc1 (stereo not drawn) | 1%
O=C(COC(=O)c1ccc(O)cc1)Nc1ccc(N2CCCCC2)cc1 | -9%
CCC1CCCCN1C(=O)CSc1nnc(-c2c[nH]c3ccccc23)o1 (stereo not drawn) | 11%
O=C(OCC(=O)N1CCN(C(=O)c2ccco2)CC1)c1ccc(S(=O)(=O)N2CCCCC2)cc1 | 2%
CCOC(=O)C1=C(SCC(=O)Nc2ccccc2)NC(=O)C(C#N)C12CCCCC2 (stereo not drawn) | -10%
Cc1ccc(/C(N)=N/OC(=O)c2cccc(C)c2)cc1 | -1%
O=C(CSCCc1ccccn1)Nc1cccnc1 | -6%
CCC(C)NC(=O)CSc1nc2ccccc2c(=O)n1Cc1ccc(OC)cc1 (stereo not drawn) | -8%
COc1ccc(N/C=C/C(=O)c2ccc(Oc3ncccn3)cc2)cc1 | -11%
Cc1ccc(C2CC(C(F)(F)F)n3nc(C(=O)NCCN4CCOCC4)cc3N2)cc1 (stereo not drawn) | -14%
C/C(=N\NC(=O)c1cccc(C)c1)c1cccc(NC(=O)c2ccco2)c1 | -7%
O=C(c1ccc(F)cc1)N1C2CCC1CC(O)(c1ccc(F)cc1)C2 (stereo not drawn) | -5%
NC(=O)COc1cccc2cccnc12 | -9%
CC(C)(C)NC(=O)C1CCCN(S(=O)(=O)c2cccc3cccnc23)C1 (stereo not drawn) | -5%
O=S(=O)(Nc1ccc(N2CCOCC2)cc1)c1ccc2ccccc2c1 | -6%
c1ccc(C2=NNC(=NC3CC3)SC2)cc1 | -10%
CCOC(=O)N1CCC(NC(=O)C2CCCN(Cc3nc(-c4cccc(Cl)c4)oc3C)C2)CC1 (stereo not drawn) | -7%
COc1cc(C(=O)Sc2ccc(C)cc2)cc(OC)c1OC | -8%
Cc1cc(NC(=O)Nc2cccc3ccccc23)no1 | -2%
Cc1ccc(CN(c2ccc(C(=O)N3CCCC3)cc2)S(C)(=O)=O)cc1 | -5%
Cc1cccc(CSc2nnc(-c3cccs3)n2Cc2ccco2)c1 | -17%
Cc1ccc2nc(SCC(=O)Nc3cccc([N+](=O)[O-])c3)[nH]c2c1 | -13%
Cc1ccc(NC(=O)CSCC(=O)Nc2ccc(N3CCOCC3)c(Cl)c2)cc1 | -2%
CCCCNC(=O)Nc1c(C(=O)OCC)[nH]c2ccccc12 | -8%
O=C(CCCN1C(=O)C2C3C=CC(C3)C2C1=O)N1CCN(c2ccccc2)CC1 (stereo not drawn) | 2%
COc1ccccc1NC(=O)CN1C(=O)c2ccccc2C1=O | -4%
CCc1ccccc1NC(=O)c1cc(C2CC2)on1 | -1%
CCCCC(=O)Nc1cc(C(=O)NCCc2ccccc2)ccc1Cl | -15%
O=C(Nc1ccccc1)c1cnc[nH]1 | -11%
Cn1c2ccccc2c2cnn(CC(=O)O)c(=O)c21 | -3%

Random excerpt: 2 entries already listed
SMILES | EphA4 KYL inhibition
Cc1ccc(C)n1-n1c(C)nc2scc(-c3cccs3)c2c1=O | -2%
COc1cc(C(=O)Sc2ccc(C)cc2)cc(OC)c1OC | -8%

The listing continues:
SMILES | EphA4 KYL inhibition
CCCc1nnc(NC(=O)CNc2ccc(F)cc2)s1 | -10%&6%
CCCCc1nn(-c2cc(Cl)ccc2OC)c2c1C(=O)CC(C)(C)C2 | 5%
C=CCn1c(-c2cccc(Br)c2)n[nH]c1=S | -9%
O=C(Cc1cn2ccsc2n1)Nc1nc2c(s1)CN(Cc1ccccc1)CC2 | -3%
O=C(N/C(=C\c1cccs1)C(=O)N1CCCCCC1)c1ccccc1 | 4%
C[N+]1(CCOc2ccc([N+](=O)[O-])cc2)CCOCC1 | -3%
COc1ccccc1C1C(C(N)=O)=C(C)Nc2nc(-c3ccc(Cl)cc3)nn21 (stereo not drawn) | -7%
COc1cccc(-c2ccc(C#N)c(SCC(=O)NCCc3cccc(Cl)c3)n2)c1 | -15%
Cc1cc(N2CCN(C(=O)c3ccco3)CC2)nc(-c2ccccc2)n1 | -18%
CC(C)=CC(=O)Nc1nnc(C(C)C)s1 | -16%
Cc1cc(N(CN2CCCC2=O)C(=O)c2ccc(F)cc2)no1 | -2%
CCOC(=O)C1CCN(C(c2cccnc2)c2c(NC(=O)c3ccco3)sc(C)c2C)CC1 (stereo not drawn) | 3%
Cc1cc(C)cc(C(=O)N(NC(=O)Nc2ccc(Cl)cc2)C(C)(C)C)c1 | 3%
C1CCN(c2nc3nonc3nc2N2CCCCC2)CC1 | -8%
CCOP(=O)(OCC)C(Nc1ccc(I)cc1)c1ccc(O)cc1 (stereo not drawn) | 2%
Cc1cccc(-n2ccnc2SCC(=O)Nc2nnc(C)s2)c1 | 1%
CCOC(=O)CC(=O)CSc1nc(C)c2cc(OCC)ccc2n1 | 5%
COC(=O)Nc1c(-c2ccccc2)nc2ccc(C)cn12 | -4%
Cc1ccccc1NC(=O)CSc1ccc(Cl)cc1Cl | -1%
O=C(CC1S/C(=N\N=C\c2ccccc2)NC1=O)Nc1ccc(C(=O)O)cc1 (stereo not drawn) | 26%
COc1ccc(NC(=O)CCCn2c(=O)[nH]c3ccccc3c2=O)cc1 | -2%
CN(CCc1ccccn1)C(=O)c1nn2c(C(F)(F)F)cc(-c3ccco3)nc2c1Cl | -2%
CCOc1ccc(C(=O)Nc2ccc(O)c(-c3nc4ccccc4s3)c2)cc1Br | 3%
CCOC(=O)CNc1c(-c2ccc(O)cc2)nc2ccccn12 | -3%
CCCn1nc(Oc2nc(NCC)nc(NCC)n2)ccc1=O | -29%
COc1cc(/C=C2\C(=O)NC(=O)N(c3ccc(Cl)cc3)C2=O)c([N+](=O)[O-])cc1OC | -12%
Cc1n[nH]c(=S)c2nn(-c3ccccc3)c(C)c12 | -19%
Cc1cc(C)cc(Nc2cc(C)nc3nc(C)nn23)c1 | 5%
CCN(CC)c1ccc(NC(=O)c2cccc(OC)c2)cc1 | -2%
CC(C)CC(=O)c1c[nH]c(C(=O)NCC2CCCO2)c1 (stereo not drawn) | 7%
CCc1nnc(NC(=O)[C@@H]2CCCN2S(=O)(=O)c2ccc3c(c2)OCCO3)s1 | -19%
O=c1c2ccc([N+](=O)[O-])c3cccc(c32)c2nc3ccccc3n12 | 4%
COc1ccc(NC(=O)CN2CCN(C(=O)c3ccco3)CC2)c(OC)c1 | -25%
CCOC(=O)Cc1cc(=O)[nH]c(Nc2nc3ccccc3o2)n1 | -3%
CCn1ncc(C2=NOC(C(=O)N3CCC(C(N)=O)CC3)C2)c1C (stereo not drawn) | 10%
CCOC(=O)c1c(C)n(CC(O)c2ccccc2)c2ccc(O)cc12 (stereo not drawn) | -5%
COc1cc(OC)c(C2Oc3nc(SC)nnc3-c3ccccc3N2C(C)=O)cc1OC (stereo not drawn) | -2%
COc1ccccc1CCN1C(=S)NC(C)(C)CC1(C)O (stereo not drawn) | -9%
Cc1cc(=O)[nH]c(Cc2ccc(OC(C)C)cc2)n1 | 7%
Cc1cc(C(F)F)n2ncc(C(=O)NCc3ccccc3C(F)(F)F)c2n1 | -11%
Cc1nn(C)c(Cl)c1NC(=O)OCc1ccc(F)cc1 | -7%
NC(=O)C1(NC(=O)[C@@H]2CC3(CC(c4cccc(NC(=O)[C@@H]5CCC(=O)N5)c4)=NO3)CN2C(=O)Cc2ccc(Cl)cc2)CC1 (stereo partly drawn) | -8%
COC(=O)CCC(=O)Nc1cccc(C(=O)Nc2cccc(Cl)c2)c1 | -1%
CCCn1c(SCC(=O)Nc2ccc3c(c2)OCCO3)nnc1-c1ccco1 | -7%
COc1ccc(-c2nc(N)ncc2Oc2ccccc2Br)c(O)c1 | 0%
Cc1ccc2nc(C)cc(C(=O)OCC(=O)c3ccc(Cl)c([N+](=O)[O-])c3)c2c1 | -1%
CCC(O)CNc1nc(-n2nc(C)cc2C)nc2sc3c(c12)CC(C)(C)OC3 (stereo not drawn) | -3%
Cc1ccc(S(=O)(=O)NC(=O)Nc2ccc(Cl)cn2)cc1 | 12%
CC(NCc1ccc(N(C)C)cc1)C1CC2CCC1C2 (stereo not drawn) | -26%
CCCNC(=O)c1ccccc1C(=O)NCCC | -10%
COc1cc(N2C(=O)c3ccccc3C2=O)c(Cl)cc1C(=O)OCC(=O)NCc1ccco1 | 4%
CC(=O)NCCN=Cc1c(O)[nH]c2ccccc12 | -9%
CC(C)(C)OC(=O)NCCCCCc1nnc(SCC(=O)Nc2cccc(Cl)c2)o1 | 15%
CC(=O)Oc1ccc2c(C)c(C)c(=O)oc2c1 | -1%
Cc1ccc2c(CC(=O)O)coc2c1C | 16%
O=C(O)/C=C/C(=O)Nc1ccc(F)cc1F | -15%
C#CCOC(=O)Nc1cccn(Cc2c(Cl)cccc2Cl)c1=O | -7%
COc1ccc(NC2=CC(=O)CC(c3ccccc3)C2)c(OC)c1 (stereo not drawn) | -7%
Cc1c(NC(=O)c2ccc3c(c2)OCO3)cccc1-c1nc2ccccc2s1 | 0%
CCOC(=O)c1[nH]cnc1C(=O)Nc1ccccn1 | -7%&12%

Other records.
SMILES | EphA4 KYL inhibition
O=C(NC(=S)NCc1ccccc1)c1ccccc1F | -5%
CC(=Nc1ccc2c(c1)nc(CO)n2C)C1=C(O)CC(C)(C)CC1=O | -16%
CC(=O)c1c(Nc2ccc3c(c2)OCCO3)oc(C)cc1=O | -2%
COCCCNc1cc(C)nc2ccccc12 | -6%
O=S1(=O)CCN2C(Cc3ccc(SC(F)F)cc3)=CSC2=N1 | -14%
COc1ccc(CC(=O)OCc2cc3ccc(C)cc3[nH]c2=O)cc1 | -6%
CCOC(=O)C[n+]1c(C)sc2ccc(OC)cc21 | -8%

In the list so far, these contain an aryl thioether with sulfur outside any ring.
SMILES | EphA4 KYL inhibition
O=C1CCC(=O)N1c1ccc(CSc2nnnn2C2CCCCC2)cc1 | -9%
CSc1nc2nccc(/C=C\c3ccccc3)n2n1 | -3%
CSc1ccccc1NC(=O)CN(c1cccc(C)c1)S(C)(=O)=O | 7%
CCC1CCCCN1C(=O)CSc1nnc(-c2c[nH]c3ccccc23)o1 (stereo not drawn) | 11%
CCC(C)NC(=O)CSc1nc2ccccc2c(=O)n1Cc1ccc(OC)cc1 (stereo not drawn) | -8%
Cc1cccc(CSc2nnc(-c3cccs3)n2Cc2ccco2)c1 | -17%
Cc1ccc2nc(SCC(=O)Nc3cccc([N+](=O)[O-])c3)[nH]c2c1 | -13%
COc1cccc(-c2ccc(C#N)c(SCC(=O)NCCc3cccc(Cl)c3)n2)c1 | -15%
Cc1cccc(-n2ccnc2SCC(=O)Nc2nnc(C)s2)c1 | 1%
CCOC(=O)CC(=O)CSc1nc(C)c2cc(OCC)ccc2n1 | 5%
Cc1ccccc1NC(=O)CSc1ccc(Cl)cc1Cl | -1%
COc1cc(OC)c(C2Oc3nc(SC)nnc3-c3ccccc3N2C(C)=O)cc1OC (stereo not drawn) | -2%
CCCn1c(SCC(=O)Nc2ccc3c(c2)OCCO3)nnc1-c1ccco1 | -7%
CC(C)(C)OC(=O)NCCCCCc1nnc(SCC(=O)Nc2cccc(Cl)c2)o1 | 15%
O=S1(=O)CCN2C(Cc3ccc(SC(F)F)cc3)=CSC2=N1 | -14%
